EPAC1 ag – activates human EPAC1 exchange factor; EPAC1 agonist qHTS, biochemical assay; response scale: 100% = response to 6.5 mM cAMP; Potency, µM (titrated, usually from 154 µM), for the others: at the top dose activation, actives largely listed as activators; 360,000 compounds, 0.073% hits; note: nearly all actives have a fitted effect of over 60% in size
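Read-out is the fluorescence drop as BODIPY-GDP leaves Rap1B (480 nm excitation, 540 nm emission), recorded every 5 minutes over 30 minutes. Reactions held 100 nM EPAC1, 250 nM Rap1B–BODIPY-GDP and 50 uM GDP, with 6.5 mM cAMP setting full activation.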
EPAC2 agonist – agonists of human EPAC2 (RAPGEF4) | Q8WZA2 | EPAC2 activation, biochemical qHTS; response scale: 100% = 6.5 mM cAMP response | Potency, µM (highest dose often 154 µM), without a hit: at the highest dose activation, actives largely listed as activators | 360,000 compounds, 0.079% hits | AID 720711; note: nearly all actives have a fitted effect of over 50% in size
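In this primary screen, activation is scored as increased exchange of BODIPY-GDP from Rap1B by 100 nM EPAC2, with 50 uM GDP as competitor. Signal is normalized to the 6.5 mM cAMP agonist control.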
FUS suppressor – suppressors of FUS proteinopathy in yeast; Potency, µM (highest dose often 76.6 µM), without a hit: top-dose growth rescue (activation), most hits filed as activators; 390,000 compounds, 0.24% hits; AID 1347120; S. cerevisiae FUS-expressing, growth rescue, OD600, 24 h;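 note: plate controls were DMSO vehicle for no effect and reference control for full effect; nearly all actives have a fitted effect of over 55% in size; some results filed as inactive show a strong effect at the top dose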
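Steps: raffinose overnight preculture; dilution to OD 0.005 in 2% galactose minimal medium; compound addition (concentration series); 24hr at 30C, 99% humidity; absorbance read at 600 nm.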
TDP43 rescue – TDP-43 toxicity inhibition in yeast; TDP-43 expressing yeast growth rescue, BacTiter-Glo, 24 h; Potency, µM (top dose mostly 46.1 µM), for the others: top-dose growth rescue (activation), most hits filed as activators; 410,000 compounds, 1.8% hits; note: % of control where 0% means no effect; nearly all actives have a fitted effect of over 50% in size
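Luminescence from BacTiter-Glo reports growth of TDP-43-expressing yeast after 24 hr at 30 deg C with compound. Cells were raffinose-pregrown to mid-log, then seeded in galactose medium at OD600=0.02.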
PTHR1 agonist – activates the human parathyroid hormone receptor PTHR1 | Q03431 | HEK293 GP2 PTHR1 cells, GloSensor cAMP luminescence, 1 h | Potency, µM (doses to about 115 µM), without a hit: at the highest dose activation, actives largely listed as activators | 410,000 compounds, 0.075% hits | AID 743266; note: nearly all actives have a fitted effect of over 55% in size; some results filed as inactive show a strong effect at the top dose; inactives centre near -15; many of its hits are not listed in these tables
Target sequence (Q03431 whole entry, looked up): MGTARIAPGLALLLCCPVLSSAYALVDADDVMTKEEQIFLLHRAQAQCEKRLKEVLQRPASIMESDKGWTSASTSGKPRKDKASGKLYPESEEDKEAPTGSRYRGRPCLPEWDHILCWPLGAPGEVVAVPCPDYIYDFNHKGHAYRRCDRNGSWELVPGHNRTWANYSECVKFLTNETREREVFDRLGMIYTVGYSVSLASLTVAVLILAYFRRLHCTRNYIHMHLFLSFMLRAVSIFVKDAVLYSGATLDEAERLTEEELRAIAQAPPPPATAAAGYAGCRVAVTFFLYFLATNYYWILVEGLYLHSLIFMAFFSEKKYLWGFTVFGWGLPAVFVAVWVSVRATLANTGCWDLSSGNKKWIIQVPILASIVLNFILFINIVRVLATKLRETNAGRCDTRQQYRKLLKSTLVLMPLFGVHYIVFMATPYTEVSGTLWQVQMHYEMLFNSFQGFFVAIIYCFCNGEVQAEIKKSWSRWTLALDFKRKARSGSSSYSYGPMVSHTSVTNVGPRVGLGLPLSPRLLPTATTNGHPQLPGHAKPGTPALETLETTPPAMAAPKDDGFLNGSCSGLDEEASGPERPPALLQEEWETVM
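HEK-293-derived GP2 cells expressing PTHR1 and a GloSensor cAMP reporter, 3,000/well, plated overnight, given luciferin plus IBMX (each 0.5 mM as added) for 1 h at 37 °C, then compound for 1 h at 37 °C. Luminescence was read after 15 min at room temperature.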
EPAC1 antagonist – blocks human EPAC1 exchange factor. O95398. EPAC1 GEF assay, Rap1b-BODIPY-GDP exchange fluorescence. Potency, µM (series often up to 115 µM), for the others: at the highest dose activity change, negative = inhibition, most hits filed as inhibitors. 360,000 compounds, 0.14% hits;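 note: plate controls were vehicle for no effect and positive control for full effect; nearly all actives have a fitted effect of over 50% in size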
EPAC2 antagonist – blocks human EPAC2 exchange factor | EPAC2 GEF exchange of Rap1B-BODIPY-GDP, fluorescence | Potency, µM (highest dose often 114 µM), without a hit: at the highest dose activity, negative = inhibition, usual class: inhibitors | 360,000 compounds, 0.18% hits; note: % is set by controls: 0 for no effect and ±100 for the full control effect; nearly all actives have a fitted effect of over 45% in size; many of its hits are not listed in these tables
aSyn rescue – alpha-synuclein toxicity inhibition in yeast; Potency, µM (top dose mostly 46.1 µM), for the others: at the highest dose growth rescue (activation), actives largely listed as activators; Yeast expressing alpha-synuclein, growth rescue, BacTiter-Glo, 24 h; 370,000 compounds, 0.14% hits; note: % of control where 0% means no effect; nearly all actives have a fitted effect of over 65% in size
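Screening used galactose-induced yeast with toxic alpha-synuclein levels, exposed to compound for 24 hr at 30 deg C. Cell growth, read with BacTiter-Glo luminescence, gave the measured signal.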
* = called active by the depositor; i = inactive; ? = inconclusive; . = no result given; & = joins results of further samples; [ ] = remark or other dose. Calls come from the whole dose curve; as a rule, active = well fitted curve in the direction sought with a large enough effect; inconclusive = small, poorly fitted or top-dose-only effect, or another doubt; inactive = no such curve, though single readings can be large; an effect the other way counts as inactive or inconclusive. Potency is the fitted concentration of half-maximal effect. Some of the compounds tested; count on the stated rates, not on these rows.

SMILES | EPAC1 ag | EPAC2 agonist | FUS suppressor | TDP43 rescue | PTHR1 agonist | EPAC1 antagonist | EPAC2 antagonist | aSyn rescue
CN1C(=O)C(=Cc2sc(=O)n(-c3ccccc3)c2N2CCCCC2)C(=O)N(C)C1=O | 6% | 12% | 9% | 12% | -3% | -2% | 27% | 12%
CCOP(=S)(NN(Cc1ccccc1)C(=O)c1ccccc1)OCC | -15% | 5% | 33% | 11% | -24% | 12% | -19% | 14%
CC(=O)O[C@@]12CO[C@@H]1C[C@@H](O)[C@@]1(C)C(=O)[C@H](O)C3=C(C)[C@@H](OC(=O)[C@H](O)[C@@H](NC(=O)c4ccccc4)c4ccccc4)C[C@@](O)([C@@H](OC(=O)c4ccccc4)C12)C3(C)C (some centres not stated) | -19% | 8% | ? | 11% | -3% | -8% | 0% | -1%
CC(=O)[C@@]1(O)CC[C@H]2[C@@H]3CC=C4C[C@@H](O)CC[C@]4(C)[C@H]3CC[C@@]21C | -16% | -3% | -18% | 23% | i | 1% | -2% | 8%
CN1CCC(N(C)c2nc(-c3ccc([N+](=O)[O-])cc3)nc3ccccc23)CC1 | -1% | 3% | . | -13% | -10% | -4% | 6% | 1%
COc1ccc(N=C(C)c2c(O)n(C3CCCCC3)c(=O)[nH]c2=O)c(OC)c1 | 4% | -10% | 2% | -6% | i | 6% | -1% | 3%
CCOC(=O)[C@]12Cc3cc(OC)ccc3[C@H]1N(CCC(=O)OC)C(=O)c1cc(OC)ccc12 | 1% | 9% | 28% | 24% | -43%[inhibitor] | -5% | -18% | -19%
CC(=NCCN1CCOCC1)c1c(O)n(Cc2ccccc2)c(=O)[nH]c1=O | 13% | 5% | 14% | 8% | i | 14% | -5% | 8%
CCC(=NCCCn1ccnc1)c1c(O)n(Cc2ccccc2)c(=O)[nH]c1=O | -13% | 4% | 16% | 32µM* | 14%[57.5 µM] | -8% | -2% | -2%
COc1cccc(NC(=O)c2cccn(Cc3ccccc3C)c2=O)c1 | . | . | 5% | ? | -59%[inhibitor] | . | . | ?
O=C(c1ccccc1)C1CCCN(Cc2nc(-c3cnccn3)no2)C1 (configuration not stated) | 6% | 10% | 10% | 9% | i | 3% | -24% | -7%
CN(c1ccccc1)P(=O)(N1CC1)N1CC1 | 8% | 7% | . | 22% | i | 1% | 6% | -10%
Cc1cc(OCC(=O)NCc2ccncc2)c2c3c(c(=O)oc2c1)CCC3 | 2% | 3% | 25% | 4% | i | 5% | 3% | -10%
COc1ccc(/C=C/C2=CCN(C)CC2)cc1 | 8% | 11% | -18% | 7% | i | ? | 0% | -3%
COC(=O)C1=C(c2cccc(C#N)c2)C[C@@H]2CC[C@H]1N2C(=O)N1CCCCC1 | -5% | 13% | -5% | 9% | -36%[inhibitor] | -4% | -5% | 1%
COc1cc2c(cc1OC)CN(c1ccc([N+](=O)[O-])c(C(F)(F)F)c1)CC2 | 19% | 2% | -6% | -10% | -36% | ? | -9% | 11%
CCc1ccc(NP(=O)(Oc2ccccc2F)Oc2ccccc2F)cc1 | -7% | -8% | 28% | 20% | -11% | -29% | ? | ?
Cc1cc(OC(C)C(=O)NCc2ccncc2)c2c3c(c(=O)oc2c1)CCCC3 (configuration not stated) | 2% | 15% | -4% | 4% | -2% | -9% | 6% | -2%
C[N+]1(C)[C@@H]2CC[C@H]1CC(OC(=O)[C@@H](CO)c1ccccc1)C2 (some centres not stated) | . | 1% | -3% | 2% | 3% | 0% | 7% | 2%
CNCCC(Oc1ccc(C(F)(F)F)cc1)c1ccccc1 (configuration not stated) | -8% | -1% | -22% | 0% | -11% | 0% | 8% | 4%&0%
CC(C)C(=O)Nc1ccc(N2CCN(C)CC2)c(F)c1 | 8% | 10% | 16% | -3% | -10% | -23% | 5% | -4%
O=C(COC(=O)Cc1ccccc1)Nc1ccc(F)cc1 | 2% | 3% | -8% | 0% | i | -13% | -3% | 0%
C=CCN1C(=O)NC(=O)/C(=C\c2ccc(-c3ccccc3[N+](=O)[O-])o2)C1=O | 14% | 0% | 2% | ? | -2% | -20% | -6% | 0%
NC1CC2CCCCC2CC1(O)c1ccccc1 (configuration not stated) | -6% | 4% | -10% | 0% | i | -16% | -13% | -3%
CNC(=O)O/N=C/c1nn(C(=O)C(C)(C)C)cc1Br | -1% | -3% | -22% | 0% | i | -18% | -2% | -9%
O=C(NC1CN2CCC1CC2)c1cccc(Cl)c1 (configuration not stated) | 8% | 14% | 7% | 8% | -4% | -2% | 16% | 0%
O=C(O)C1C2CCC(O2)C1C(=O)Nc1cccc(Br)c1 (configuration not stated) | 1% | -1% | -21% | 1% | i | 3% | 11% | 0%
O=C(Cc1ccccc1)N1CCN(C2CCCCCC2)CC1 | 11% | 7% | 16% | -16% | -4% | 10% | -10% | -1%
COc1ccc(Cl)cc1NC(=O)CCn1c(=O)oc2ccccc21 | -17% | 4% | 13%&3% | 13µM* | 20% | -13% | -1% | 8%
Cc1ccc(C2=CCNCC2)cc1 | 13% | 1% | 8% | 19% | i | -24% | -1% | -5%
C=CC[C@@H](CC/C=C/C=C/CC/C=C\[C@@H]1CSC([C@@H]2C[C@@H]2C)=N1)OC | -8% | 4% | ? | 6% | -3% | -13% | -7% | ?
Cc1ccc(Cl)cc1-n1c(O)c(C=NCCCN2CCOCC2)c(=O)[nH]c1=O | 1% | -4% | -4% | 5% | -5%[57.5 µM] | 13% | 7% | 5%
CCOc1c(P(=S)(N(C)C)N(C)C)c(C)nn1-c1ccccc1 | 2% | 5% | -2% | -16% | i | 12% | 1% | -3%
CC/C(=N\N1CCCCCC1)c1c(O)n(-c2ccc(C)cc2)c(=O)[nH]c1=O | 2% | 13% | 1% | ? | -10% | 9% | 0% | -8%
CN1C[C@H](CO)C[C@@H]2c3cccc4[nH]cc(c34)C[C@H]21 | -4% | 3% | -22% | 1% | -20% | -3% | 0% | -3%
COC(=O)C1=C(c2c(C)noc2C)C[C@@H]2CC[C@H]1N2C(=O)NC1CCCCC1 | 5% | 9% | -17% | -6% | -1% | 0% | -3% | 1%
O=c1c2ccccc2[nH]c(=S)n1-c1ccc2c(c1)OCCO2 | -11% | 9% | 21% | 2% | i | -5% | 2% | -5%
O=C(CNC(=O)OCc1ccccc1)NCC(=O)Nc1ccc(Br)cc1C(=O)c1ccccc1 | 5% | 2% | . | 4% | -25% | -11% | -5% | 2%
Cc1cc(OCc2cc(C(=O)O)oc2C)c2c3c(c(=O)oc2c1)CCCC3 | -8% | 2% | 13% | -9% | -72%[inhibitor] | -12% | 11% | -12%
C/C(=C/CCC(C)[C@H]1CC[C@@]2(C)C3=C(CC[C@]12C)[C@@]1(C)CCC(=O)C(C)(C)[C@@H]1CC3)C(=O)O (some centres not stated) | -29% | -1% | 21% | 18% | -41%[inhibitor] | ? | ? | 19%

Some of these compounds in order of SMILES length, smallest number first.
SMILES | EPAC1 ag | EPAC2 agonist | FUS suppressor | TDP43 rescue | PTHR1 agonist | EPAC1 antagonist | EPAC2 antagonist | aSyn rescue
CNC(=O)O/N=C/c1nn(C(=O)C(C)(C)C)cc1Br | -1% | -3% | -22% | 0% | i | -18% | -2% | -9%
COc1ccc(Cl)cc1NC(=O)CCn1c(=O)oc2ccccc21 | -17% | 4% | 13%&3% | 13µM* | 20% | -13% | -1% | 8%
COC(=O)C1=C(c2c(C)noc2C)C[C@@H]2CC[C@H]1N2C(=O)NC1CCCCC1 | 5% | 9% | -17% | -6% | -1% | 0% | -3% | 1%

Another view of part of the listing above.
compound,EPAC1 ag,EPAC2 agonist,FUS suppressor,TDP43 rescue,PTHR1 agonist,EPAC1 antagonist,EPAC2 antagonist,aSyn rescue
CCOc1c(P(=S)(N(C)C)N(C)C)c(C)nn1-c1ccccc1,2%,5%,-2%,-16%,i,12%,1%,-3%
CC/C(=N\N1CCCCCC1)c1c(O)n(-c2ccc(C)cc2)c(=O)[nH]c1=O,2%,13%,1%,?,-10%,9%,0%,-8%
CN1C[C@H](CO)C[C@@H]2c3cccc4[nH]cc(c34)C[C@H]21,-4%,3%,-22%,1%,-20%,-3%,0%,-3%

(more compounds)
SMILES | EPAC1 ag | EPAC2 agonist | FUS suppressor | TDP43 rescue | PTHR1 agonist | EPAC1 antagonist | EPAC2 antagonist | aSyn rescue
Oc1cc2c(cc1CN1CCN(c3ccccc3)CC1)CCC2 | 2% | 2% | 38% | -5% | i | -9% | -2% | 13%
COc1ccc(NC(=S)N2Cc3ccccc3-n3nncc3C2)c(OC)c1 | 4% | -3% | -5% | ? | -13% | 12% | 2% | 0%
COc1cccc(-n2nc(C(=O)N3CCC4(CC3)OCCO4)c3ccccc3c2=O)c1 | -5% | -18% | -13% | -12% | i | -1% | 3% | 0%
Cc1cc(C=C2C(=O)N(C)C(=S)N(C)C2=O)c(C)n1-c1cccnc1 | 1% | -12% | . | ? | -10% | 0% | 9% | ?
O=C1CCN(C(=O)CNC(=O)Cc2ccccc2)CC1 | -2% | 5% | 21% | -17% | -23% | 3% | -17% | -4%
COc1cc2c(cc1O)[C@@H]1Cc3ccc(OC)c(O)c3CN1CC2 | -7% | 9% | -24% | 20% | i | -30% | 8% | 3%
O=S(=O)(c1ccccc1)N1Cc2ccccc2-n2nncc2C1 | 8% | 9% | -22% | 25% | i | 11% | -8% | 6%
C=CCCC1(CC(C)C)C(=O)NC(=S)NC1=O | 6% | -1% | . | -2% | -19% | 9% | -3% | -2%
N/C(=N\[N+](=O)[O-])N1CCN(C(=O)OC2CCCC2)CC1 | 7% | 8% | -26% | 9% | i | 12% | 6% | 0%
COC(=O)c1cn(Cc2ccc(F)cc2)c2ccccc12 | 4% | 1% | 1% | ? | -47%[inhibitor] | -2% | ? | 1%
CCOP(=O)(Cc1ccccc1)OCC | -22% | -6% | -18% | -1% | -13% | 10% | 9% | -4%
O=C(c1ccccc1)c1ccccc1N=Cc1c(O)[nH]c(=O)[nH]c1=O | 2% | 5% | 21% | . | i | -17% | -10% | 3%
O=C(CN1CCCC1=O)NCCc1ccccc1 | 11% | 10% | 6% | -22% | -5% | 34%[activator] | -2% | 0%
CN(C/N=C(\N)N[N+](=O)[O-])S(=O)(=O)c1ccccc1 | -6% | 9% | 9% | 3%[9.22 µM] | -21% | ? | 1% | 0%
COCCCn1c(N)c(C(=O)Nc2ccccc2)c2nc3ccccc3nc21 | 2% | 5% | 38% | 8% | i | 3% | -2% | 15%
CC1(C)CC(N(CCc2ccccc2)Cc2ccccc2)CCO1 (configuration not stated) | 1% | 12% | 5% | -8% | -12% | -3% | -17% | -4%
COC(=O)C1=C(c2cccc(OCc3ccccc3)c2)C[C@@H]2CC[C@H]1N2C(=O)NNCc1ccccc1 | 4% | 4% | ? | 5% | -7% | -26% | 4% | -9%

Assay outcomes from PubChem.
